Pemphigus Ab inh = blocks pemphigus antibody binding to human desmoglein-3. DSG3-coupled beads, scFv-anti-DSG3-GFP binding, flow cytometry; hits give low values. 310,000 compounds, 0.48% hits. AID 588358. binding (percent of control), % at 10 µM. P32926;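 active = binding more than 3 SD below its plate's average and above zero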;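 note: hits lower antibody fragment binding to DSG3; some compounds called inactive have numbers as strong as hits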
Ecoli viability = bacterial growth inhibition, counter-screen for AddAB inhibitors. E. coli V3065 growth, OD600 absorbance, 18 h. inhibition, % at 11.9 µM. 330,000 compounds, 0.27% hits. AID 449728;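 active = inhibition above the campaign's mean inhibition across all tested compounds plus 3 SD, cut at about 9.9% in these data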;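 note: uninfected addAB+ strain grown without phage in ampicillin broth; 0% = DMSO wells and 100% = ciprofloxacin 0.95 µg/ml wells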
PfHsp90 set2 = growth inhibition of yeast expressing Plasmodium Hsp90. S. cerevisiae expressing PfHsp90, BacTiter-Glo ATP, 48 h; yeast lacking PDR1 and PDR3 efflux regulators. inhibition, % at 9.4 µM. 310,000 compounds, 0.32% hits. AID 504621;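 active = every replicate shows inhibition above about 80%, whatever the replicate mean, limit read from the data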;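 note: 0% = DMSO neutral controls and 100% = 20 µM radicicol positive controls; yeast relying on Plasmodium falciparum Hsp90 in place of its own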
Mot1-301 SUMO = SUMOylation pathway inhibition by Mot1-301 growth rescue. S. cerevisiae Mot1-301 growth rescue, ATP luminescence, 38.5C; percent above DMSO median, 100 means doubled. 320,000 compounds, 1% hits. AID 2716. growth rescue, % at 18.8 µM;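 active = every valid replicate shows activation above 250% relative to neutral control wells; inactive = the rest, any valid replicate at or below 250%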;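 note: OY570 slx delta 5 strain wells were the positive control but not used for scaling; some compounds called inactive have numbers as strong as hits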
PKA-R1A activ = activators of PKA-R1A complex | P00514+P68181 | PKA-R1A dissociation, Cy5-IP20 fluorescence polarization; scaled: DMSO 0%, 113 µM cGMP 100% | activation, % at 11.4 µM | 340,000 compounds, 0.083% hits | AID 504707;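 active = percent activation above the mean of all tested compounds plus 3 SD, cut at about 19% in these data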;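 note: higher means more PKAc released from R1A so a rise in polarization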
phage Ecoli inh = E. coli growth loss with phage present | growth absorbance | 360,000 compounds, 0.26% hits | AID 651602 | inhibition, % at 11.9 µM; in the data active = inhibition above about 11%
AddAB inh = less growth of phage-infected E. coli with AddAB. E. coli expressing H. pylori AddAB, absorbance growth. inhibition, % at 11.9 µM. 330,000 compounds, 0.29% hits. AID 435030; in the data active = inhibition above about 12%;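 note: 0% = vehicle wells of infected cells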
Tat transport = E. coli Tat transport inhibition | inhibition, % at 10 µM | E. coli MC4100 TorA-mCherry Tat export, fluorescence | 340,000 compounds, 0.036% hits;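 active = mean replicate inhibition at least 50% and at least half of replicates individually reaching 50%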;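 note: exported cargo escapes ClpAP degradation while cytoplasmic cargo is degraded and loses fluorescence; 0% = median of neutral control wells and 100% = median of NaSCN control wells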
Arr AP2 block = inhibitors of human beta-arrestin and AP2 interaction. FITC-arrestin peptide / GST-AP2 beads, flow cytometry; AP2 beta2 appendage carries R879A mutation. inhibition, % at 10 µM. 340,000 compounds, 0.31% hits;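 active = inhibition above a set limit, near 3 SD of compounds lacking own fluorescence, cut at about 54% in these data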;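 note: plate controls were DMSO wells for no effect and 5 µM unlabelled arrestin peptide for full effect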
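System: GST-tagged AP2 beta2-adaptin appendage (R879A) on 4 µm glutathione beads / Reagent: FITC-arrestin peptide, 50 nM / Detection: HyperCyt-sampled flow cytometry, FL1 channel, ex 488/em 535 nm / Timing: 12 min plus 1 h, RT / Buffer or medium: PBS plus Tween 20 (0.05%) and BSA (0.1%)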
OPRM1-OPRD1 ag = agonists of human mu-delta opioid receptor heterodimerization. activation, % at 9.3 µM. P35372+P41143. 340,000 compounds, 0.3% hits. cells, OPRM1-OPRD1 heterodimerization, luminescence; in the data active = activation above about 18%;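 note: 0% = vehicle-treated cells and 100% = reference agonist; values of inactives mirror those of a sister screen read the other way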
Target sequence (P35372 whole entry, looked up): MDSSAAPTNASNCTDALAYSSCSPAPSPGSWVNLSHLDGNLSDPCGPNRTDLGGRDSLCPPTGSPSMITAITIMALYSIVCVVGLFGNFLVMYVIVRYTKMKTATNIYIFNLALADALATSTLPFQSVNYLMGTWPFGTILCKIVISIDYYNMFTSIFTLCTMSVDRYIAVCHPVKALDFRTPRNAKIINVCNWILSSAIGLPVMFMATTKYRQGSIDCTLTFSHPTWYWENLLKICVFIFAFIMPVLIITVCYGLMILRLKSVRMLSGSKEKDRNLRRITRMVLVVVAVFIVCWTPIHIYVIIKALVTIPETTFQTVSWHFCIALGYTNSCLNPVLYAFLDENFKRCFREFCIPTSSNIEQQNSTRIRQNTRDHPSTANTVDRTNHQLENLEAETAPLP
Target sequence (P41143 whole entry, looked up): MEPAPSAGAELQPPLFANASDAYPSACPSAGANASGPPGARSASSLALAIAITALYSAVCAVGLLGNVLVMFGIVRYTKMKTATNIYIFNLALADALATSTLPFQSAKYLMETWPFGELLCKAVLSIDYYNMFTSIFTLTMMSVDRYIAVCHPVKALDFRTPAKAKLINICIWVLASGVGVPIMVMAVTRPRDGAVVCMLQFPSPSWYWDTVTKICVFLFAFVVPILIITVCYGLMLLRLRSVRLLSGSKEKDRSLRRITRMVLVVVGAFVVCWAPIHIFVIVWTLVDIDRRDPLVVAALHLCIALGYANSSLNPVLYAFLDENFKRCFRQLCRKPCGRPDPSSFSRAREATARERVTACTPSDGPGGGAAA
OPRM1-OPRD1 inv = mu-delta opioid heterodimer inverse agonism; cell-based MOR-DOR heterodimer luminescence; inhibition, % at 9.3 µM; 340,000 compounds, 0.21% hits; AID 504357; in the data active = inhibition above about 22%, passing the limit was not always enough;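 note: 0% = cells with DMSO and 100% = wells without cells with DMSO; values of inactives mirror those of a sister screen read the other way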
Starred values were filed as active, the others as inactive; x = not tested or not shown.

1	CCOC(=O)C1CCN(C(=O)CNC(=O)OC(C)(C)C)CC1
2	COc1ccc(NC(=O)Nc2ccccc2F)cc1Cl
3	CN1CCN(C(=O)c2ccc3c(Cl)c4c(nc3c2)CCCC4)CC1
4	Cc1ccc(S(=O)(=O)NCC(=O)NCC(=O)N2CCC(C)CC2)cc1
5	CC12CCC(C(N)=O)(c3nc4ccccc4nc31)C2(C)C (centres undefined)
6	Cc1ccc(N(C(=O)Cn2nnc(-c3ccc(C)o3)n2)C(C(=O)NC2CCCC2)c2ccncc2)cc1 (centres undefined)
7	O=C(O)CCCNS(=O)(=O)c1cccc2nsnc12
8	Cc1cc(C)n(CCC(=O)N2CCCC(Nc3ccc(F)cc3)C2)n1 (centres undefined)
9	CC1=C(C(=O)OCC2CCCCC2)C(c2ccc(O)cc2)NC(=O)N1 (centres undefined)
10	COC(=O)COc1cccc(NS(=O)(=O)c2ccc(NC(C)=O)cc2)c1

Screen / compound no.,1,2,3,4,5,6,7,8,9,10
Pemphigus Ab inh,104,96,103,126,98,96,x,101,111,125
Ecoli viability,1.5,0.7,0.1,-0.5,-1.2,0.6,-1.2,0.8,-1.4,1.2
PfHsp90 set2,-1,1,-20,12,-11,-29,-19,10,14,-25
Mot1-301 SUMO,423,5,6,263,2,9,x,-2,141,-19
PKA-R1A activ,-1,3,3,3,-7,-1,-2,3,-5,-7
phage Ecoli inh,2.5,5.0,2.7,-1.0,-3.6,-1.2,1.2,1.3,0.6,-0.2
AddAB inh,3.5,0.8,4.3,2.5,3.5,2.3,3.8,-3.1,1.3,1.9
Tat transport,10,17,2,-9,-2,-4,-4,3,4,-3
Arr AP2 block,-3,-7,64*,-2,-2,-11,3,6,16,-6
OPRM1-OPRD1 ag,-3.6,-0.3,-2.4,-0.4,-1.9,1.6,-1.5,-4.5,-1.8,-2.7
OPRM1-OPRD1 inv,15,2,12,2,8,-13,10,23,9,13

11	O=C(NCCN1CCOCC1)C12CC3CC(C1)CC(c1ccccc1)(C3)C2
12	CCCN(CC1CC1)C(=O)Nc1ccccc1C
13	O=C(N/N=C/c1cccc([N+](=O)[O-])c1)C1CC(=O)N(c2ccc(Cl)cc2)C1 (centres undefined)
14	CCCOC(=O)/C(C(N)=NCc1ccccc1)=C(\O)OCCC
15	CC(NC(=O)C12CC3CC(CC(C3)C1)C2)C(=O)NN=Cc1ccc([N+](=O)[O-])o1 (centres undefined)
16	Cc1nn(C(C)C(=O)Nc2ccc3c(c2)OCO3)c(C)c1[N+](=O)[O-] (centres undefined)
17	COCCNCC(=O)Nc1ccc(OC(F)(F)F)cc1
18	CCn1c(=O)cc(OCC(=O)NC(C)c2ccc3c(c2)OCCO3)c2ccccc21 (centres undefined)
19	COc1ccc([N+](=O)[O-])cc1NC(=O)CC(c1ccccc1)c1ccccc1
20	COc1ccc(C(=O)NCc2ccc3c(c2)OCO3)cc1S(=O)(=O)N1CCCC1

Screen / compound no.,11,12,13,14,15,16,17,18,19,20
Pemphigus Ab inh,105,104,98,102,122,91,103,101,95,115
Ecoli viability,0.4,-2.4,-0.3,0.7,2.4,-2.0,1.5,1.5,1.4,1.4
PfHsp90 set2,3,6,-6,x,16,3,8,x,-4,-10
Mot1-301 SUMO,3,3,-7,-14,7,15,-3,12,-5,x
PKA-R1A activ,-10,1,-9,-9,-4,-9,-7,1,-3,0
phage Ecoli inh,3.9,2.8,-1.3,2.6,2.2,4.7,-0.3,-0.3,2.7,2.4
AddAB inh,0.1,1.6,-1.7,6.0,-1.2,-1.0,0.5,2.8,-2.2,0.4
Tat transport,1,0,11,7,9,0,17,-2,-27,23
Arr AP2 block,5,3,-32,0,-9,-7,-10,26,-8,-14
OPRM1-OPRD1 ag,-3.4,-2.2,-1.2,14,2.8,-0.9,-2.0,-2.1,-1.9,0.5
OPRM1-OPRD1 inv,20,9,7,-72,-15,5,10,12,10,-2

21	COc1cccc(N2CCN(C(=O)C3CCC(=O)N(C4CCCCCC4)C3)CC2)c1 (centres undefined)
22	Cc1cccc(C)c1NC(=O)CSc1nnnn1-c1ccc(C(=O)O)cc1
23	COc1ccccc1NC(=O)CSc1nc(O)cc(=O)n1C
24	O=Nc1c(-c2ccccc2)[nH]n(-c2ccccc2)c1=O
25	CCN(CC)S(=O)(=O)c1ccc(N2CCN(S(=O)(=O)c3ccccc3)CC2)nc1
26	O=C(Cn1cc2c(n1)CCCC2)Nc1ccccc1Br
27	Cc1nonc1OC(C)CNCCNc1ccc([N+](=O)[O-])cc1 (centres undefined)
28	Cn1cnc([N+](=O)[O-])c1NCc1ccccc1
29	CCOc1ccccc1NC(=O)CSc1n[nH]c(=O)n1-c1ccccc1
30	Cc1cc2c(NC(=O)Nc3ccccc3)cccc2nn1

Screen / compound no.,21,22,23,24,25,26,27,28,29,30
Pemphigus Ab inh,x,101,99,89,109,111,94,105,119,111
Ecoli viability,3.2,0.8,-2.0,0.6,x,0.3,0.1,3.0,0.8,-0.7
PfHsp90 set2,-4,-20,38,16,6,-10,x,x,16,22
Mot1-301 SUMO,343,-7,3,12,x,-9,364,-1,-9,8
PKA-R1A activ,-9,0,-2,2,-4,-8,x,x,4,11
phage Ecoli inh,1.8,1.8,3.2,1.1,1.5,2.1,2.9,1.2,4.0,-0.4
AddAB inh,4.4,-1.0,2.5,1.5,x,1.4,2.9,0.2,-0.2,0.1
Tat transport,2,-6,2,9,2,-5,x,x,-7,0
Arr AP2 block,-3,5,31,3,1,12,-12,14,-1,-25
OPRM1-OPRD1 ag,-0.1,0.5,0.3,-0.6,-0.4,-2.5,x,x,-1.6,-0.7
OPRM1-OPRD1 inv,0,-3,-2,3,2,13,x,x,8,4

31	CCOCCCNC(=O)Cc1c(C(=O)O)[nH]c2ccc(Cl)cc12
32	CCn1cc(/C=C/C(=O)Nc2c(C)nn(Cc3ccccc3)c2C)cn1
33	Cc1cc(C)nc(N2N=C(CSc3ccc(Cl)cc3)CC2=O)n1
34	CN1C(=O)C2(OCCCO2)c2cc(Cl)ccc21
35	Cc1ccc(NC(=O)COC(=O)Cn2nc(C)c([N+](=O)[O-])c2C)c([N+](=O)[O-])c1
36	Cc1ccc(-c2nn(-c3ccccc3)cc2/C=C/C(=O)Nc2nccs2)cc1
37	CCN(CC)S(=O)(=O)c1ccc(OC)c(NC(=O)C(C)Oc2ccc3c(C)cc(=O)oc3c2)c1 (centres undefined)
38	O=[N+]([O-])c1cc([N+](=O)[O-])c(Oc2ccc(Br)cc2Br)cc1NN1CCCCC1
39	Cc1ccc(C(=O)OCC(=O)N2CCNC2=O)c(C)c1
40	Cc1csc(NC(=O)CSc2sc3c(O)cc(=O)[nH]c3c2C#N)n1

Screen / compound no.,31,32,33,34,35,36,37,38,39,40
Pemphigus Ab inh,104,101,110,93,103,101,116,100,112,98
Ecoli viability,-0.9,2.7,2.5,-0.9,-1.6,-2.8,2.3,-1.7,x,-2.7
PfHsp90 set2,10,0,-58,19,9,-3,-12,5,x,-2
Mot1-301 SUMO,13,-13,3,22,3,5,-5,4,x,2
PKA-R1A activ,-11,1,-10,7,7,4,-16,-2,-4,7
phage Ecoli inh,3.7,-0.4,3.7,-0.9,2.2,0.1,3.7,1.3,7.0,1.1
AddAB inh,0.5,3.1,3.4,1.5,3.7,-1.0,0.3,3.1,x,0.0
Tat transport,10,-7,1,4,-2,3,1,-1,-18,-6
Arr AP2 block,4,-1,33,-5,5,5,-8,28,-6,-1
OPRM1-OPRD1 ag,-3.4,-2.7,-5.8,-2.8,0.1,3.0,-2.9,-0.9,4.6,-0.9
OPRM1-OPRD1 inv,18,14,28,13,-1,-15,16,5,-30,5

41	Cc1ccc(-n2c(C)cc(C(=O)CN3CCCCC3)c2C)cc1
42	Cc1cccc(C)c1OCCSc1nc2ccccc2n1CC(=O)O
43	CCC(C)c1ccc(Nc2ncccc2C#N)cc1 (centres undefined)
44	C/C(=N\Nc1nnc(-c2ccccc2)c(-c2ccccc2)n1)c1cccc([N+](=O)[O-])c1
45	O=C(NCC(=O)N1CCCC1)c1ccccc1F
46	NC(=S)N/N=C1\CC(c2ccc3c(c2)OCCO3)Oc2ccc(F)cc21 (centres undefined)
47	COC(=O)CSc1ncc(OC)c(OC)n1
48	CN(C)c1cc[n+](CC(=O)c2cccs2)cc1
49	Cc1ccccc1NC(=O)COC(=O)CCC(=O)c1cccs1
50	COc1ccc(/C=C/C(=O)NCC(=O)N/N=C(\C)Cc2ccccc2)cc1

Screen / compound no.,41,42,43,44,45,46,47,48,49,50
Pemphigus Ab inh,93,113,102,98,100,x,95,94,98,109
Ecoli viability,-2.1,-2.8,0.2,-0.2,-1.5,2.2,0.6,-0.5,x,0.7
PfHsp90 set2,-18,4,-20,-15,-19,-8,x,-5,-1,-7
Mot1-301 SUMO,-20,7,777,-16,-18,-2,5,284,x,-2
PKA-R1A activ,-2,-7,7,-2,4,-5,-16,-8,-8,-1
phage Ecoli inh,5.3,2.4,0.7,0.5,0.3,2.8,2.9,0.6,-0.2,1.4
AddAB inh,1.2,-1.9,1.1,-1.4,-1.1,2.0,0.8,1.4,x,-0.6
Tat transport,0,-8,-1,0,-1,9,0,1,0,3
Arr AP2 block,2,31,-5,-1,2,-10,-3,13,-5,20
OPRM1-OPRD1 ag,-0.5,-0.5,2.1,0.0,-1.5,-1.5,-1.9,-3.5,-1.0,-0.3
OPRM1-OPRD1 inv,4,2,-11,0,11,8,10,16,5,2

The closing 2 records of the section before lead into the next:
49	Cc1ccccc1NC(=O)COC(=O)CCC(=O)c1cccs1
50	COc1ccc(/C=C/C(=O)NCC(=O)N/N=C(\C)Cc2ccccc2)cc1
51	O=C(/C=C/c1ccccc1)Nc1sc2c(c1C(=O)O)CCC2
52	CN(C)c1ccc(CCc2ccc(N)cc2)cc1
53	Cc1cc(C)c2c(NC(=O)CCl)nn(C)c2n1
54	Cc1cccc(C)c1NC(=O)CSc1nnc(C)n1CC1CCCO1 (centres undefined)
55	O=C(Cc1ccc(F)cc1)N[C@@H]1c2ccccc2CC[C@@H]1OCc1ccccc1

Screen / compound no.,49,50,51,52,53,54,55
Pemphigus Ab inh,98,109,94,123,119,104,99
Ecoli viability,x,0.7,2.5,0.7,65*,0.2,-0.4
PfHsp90 set2,-1,-7,-27,-21,x,-20,-1
Mot1-301 SUMO,x,-2,0,43,-3,-14,x
PKA-R1A activ,-8,-1,13,-2,-1,2,3
phage Ecoli inh,-0.2,1.4,0.8,3.1,-0.2,4.3,2.0
AddAB inh,x,-0.6,4.2,3.4,93*,-1.2,2.0
Tat transport,0,3,4,6,0,-4,-3
Arr AP2 block,-5,20,0,23,48,4,36
OPRM1-OPRD1 ag,-1.0,-0.3,-1.0,-2.3,-3.6,-1.3,5.1
OPRM1-OPRD1 inv,5,2,5,11,18,6,-23

Source: PubChem BioAssay
